# Mdm2-MdmX inh: inhibitors of human Mdm2/MdmX interaction | inhibition, % at 8 µM | 330,000 tested, 3% active | O15151+Q00987 | SaOS-2 split-luciferase Mdm2/MdmX complementation, luminescence | AID 485346;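 active means inhibition of at least 50% at 8 µM in the primary screen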
# APJ antag: blocks the human apelin receptor APJ; P35414; CHO-K1 APJ beta-arrestin complementation, luminescence; inhibition, % at 20 µM; 330,000 tested, 0.32% active;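 active means inhibition above about 40% at 20 µM, limit read from the data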;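 further: cells challenged with 10 nM apelin-13 agonist together with compound; plate controls were apelin-13 plus DMSO wells for no effect and DMSO wells lacking apelin-13 for full effect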
# UPR CHOP act: activators of apoptotic arm of unfolded protein response (CHOP) | CHO-CHOP luciferase reporter, UPR activation, luminescence; percent of tunicamycin response over DMSO baseline | activation, % at 10 µM | 330,000 tested, 0.34% active;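 active means at 10 µM dose, activation of 40% or more, normalized to positive control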;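 further: 100% = tunicamycin at 10 µg/mL and 0% = DMSO alone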
#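 Dosing – one dose, 10 µM in 0.5% DMSO · System – CHO-CHOP cells, stable luciferase reporter of PERK-eIF2a-CHOP signalling · Input – 500 cells/well · Control set – tunicamycin 10 µg/mL final as positive, DMSO-only wells as negative · Timing – 6 h compound treatment, 37 °C · Measure – % activation vs tunicamycin · Technique – luminescence read with Steady-Glo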
# CXCR6 block: CXCR6 (human) receptor inhibition; 360,000 tested, 0.36% active; inhibition, % at 20 µM; AID 602244; CHO-K1 PathHunter CXCR6 beta-arrestin, luminescence; in the data active means inhibition above about 34%, passing the limit was not always enough;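 further: antagonist mode with CXCL16 agonist at 10 nM final; 0% = 10 nM CXCL16 with DMSO and 100% = unstimulated wells without agonist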
# Target sequence (O00574 whole entry, looked up): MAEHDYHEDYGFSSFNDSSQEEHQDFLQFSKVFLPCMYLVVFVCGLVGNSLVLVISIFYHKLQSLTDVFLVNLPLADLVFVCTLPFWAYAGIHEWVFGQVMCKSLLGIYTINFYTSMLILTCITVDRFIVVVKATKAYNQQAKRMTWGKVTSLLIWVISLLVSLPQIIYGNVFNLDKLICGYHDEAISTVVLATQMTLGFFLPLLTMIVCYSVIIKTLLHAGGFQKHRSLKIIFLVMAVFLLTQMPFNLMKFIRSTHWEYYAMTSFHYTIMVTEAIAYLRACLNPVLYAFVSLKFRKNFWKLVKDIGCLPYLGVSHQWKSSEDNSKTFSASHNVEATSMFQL
# CCR6 antagonist: blocks CCL20-driven beta-arrestin recruitment at human CCR6 | P51684 | CHO-K1 CCR6 PathHunter beta-arrestin, luminescence, CCL20-stimulated | inhibition, % at 20 µM | 340,000 tested, 0.49% active;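 active means compounds whose inhibition of the agonist-driven luminescence signal at 20 µM reaches about 50%, limit read from the data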;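 further: cells stimulated with CCL20 at 14 nM final; plate controls were DMSO with CCL20 for no effect and DMSO without agonist for full effect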
# Target sequence (P51684 whole entry, looked up): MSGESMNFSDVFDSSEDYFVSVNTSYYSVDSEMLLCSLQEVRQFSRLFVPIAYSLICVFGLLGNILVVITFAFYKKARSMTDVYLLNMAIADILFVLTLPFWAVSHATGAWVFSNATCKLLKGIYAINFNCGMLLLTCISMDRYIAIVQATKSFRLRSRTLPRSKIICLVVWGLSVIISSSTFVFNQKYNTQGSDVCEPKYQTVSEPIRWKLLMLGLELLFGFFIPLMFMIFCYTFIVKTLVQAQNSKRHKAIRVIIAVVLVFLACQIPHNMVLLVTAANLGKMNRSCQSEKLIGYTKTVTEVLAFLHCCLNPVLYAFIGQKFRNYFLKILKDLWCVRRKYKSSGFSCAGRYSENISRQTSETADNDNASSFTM
# XBP1 UPR activ: adaptive UPR (XBP1) activation; CHO-XBP1 luciferase reporter, IRE1-XBP1 UPR activation, luminescence; percent of tunicamycin response, DMSO as zero; activation, % at 20 µM; 330,000 tested, 0.33% active;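 active means versus positive control, 20 µM dose yields 30% or more activation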;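 further: 100% = tunicamycin at 10 µg/mL and 0% = DMSO only wells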
#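 Material: CHO cell line with stable XBP1 luciferase reporter; buffer or medium: F12 medium containing 10% fetal bovine serum; compound: single point, 20 µM final compound, 1% DMSO; incubation: 6 h treatment, 37 °C; measured by: glow luminescence from Steady-Glo reagent; evaluation: activation, % of tunicamycin; control set: tunicamycin high, DMSO low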
# tim23-1 inh: inhibits growth of tim23-1 mutant yeast | 330,000 tested, 1.3% active | inhibition, % at 20 µM | S. cerevisiae tim23-1 growth, BacTiter-Glo luminescence, 24 h;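 active means growth inhibition of the mutant yeast at or above 50%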;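 further: temperature-sensitive mutant grown at 25 °C; plate controls were DMSO-treated mutant yeast for no effect and medium wells lacking yeast for full effect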
# APJ ag: APJ receptor agonism; CHO-K1 APJ PathHunter beta-arrestin, luminescence; 0% DMSO wells, 100% apelin; 330,000 tested, 0.11% active; activation, % at 20 µM; P35414;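 active means activation more than six SD over the plate average, tested at 20 µM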;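 further: 0% = DMSO alone and 100% = apelin-13 at 10 nM; some results filed as inactive read as strong as hits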
#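 Assay system: CHO-K1 APJ beta-arrestin complementation cell line / Compound: single test compound dose, 20 µM final, 1% DMSO / Times: overnight seeding, 90 min compound at 25 °C, 1 h detection / Technique: beta-gal luminescence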
# EBI2 block: blocks human EBI2 receptor beta-arrestin signaling; P32249; EBI2 beta-arrestin recruitment, luminescence, 7a,25-OHC stimulated; inhibition, % at 5 µM; 360,000 tested, 0.81% active; AID 651636; in the data active means inhibition above about 38%;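 further: enzyme fragment complementation signal reports receptor beta-arrestin coupling in cells; 0% = agonist plus DMSO wells and 100% = wells without agonist; some results beyond the cut were filed as inactive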
# Target sequence (P32249 whole entry, looked up, the tested form may be a part): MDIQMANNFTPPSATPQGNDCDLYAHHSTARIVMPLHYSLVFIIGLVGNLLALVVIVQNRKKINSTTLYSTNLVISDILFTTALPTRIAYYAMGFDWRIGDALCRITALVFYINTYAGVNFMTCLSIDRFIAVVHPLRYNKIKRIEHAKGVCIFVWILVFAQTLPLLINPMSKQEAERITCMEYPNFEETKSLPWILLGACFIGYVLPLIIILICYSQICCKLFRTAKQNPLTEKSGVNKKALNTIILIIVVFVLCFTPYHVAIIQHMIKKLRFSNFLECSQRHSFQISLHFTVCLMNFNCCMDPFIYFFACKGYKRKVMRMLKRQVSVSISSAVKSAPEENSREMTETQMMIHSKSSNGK
# Starred values were filed as active, the others as inactive; & = joins results of further samples. Some of the compounds tested (hit frequency here may not be typical).
Compound,Mdm2-MdmX inh,APJ antag,UPR CHOP act,CXCR6 block,CCR6 antagonist,XBP1 UPR activ,tim23-1 inh,APJ ag,EBI2 block
O=C(Nc1ccccc1-c1nnc(SCc2ccc(Cl)cc2)o1)c1ccccc1,14,-5,0.7,1,14,1,0,1,-7
CCC(CC)NC(=O)c1ccc2nc[nH]c2c1,-1,17,1.9,-1,14,-3,-4,0,-5
N#Cc1c(SCC(=O)Nc2nncs2)sc2c(O)cc(=O)[nH]c12,15,38,-0.1,-10,1,2,2,0,7
CC(C(=O)N1CCCc2ccccc21)N1CCN(S(=O)(=O)c2ccccc2F)CC1 (stereo unspecified),19,19,-0.2,2,2,-3,27,-7,-1
O=C(NCc1cc(F)cc(C(F)(F)F)c1)C1CCC(=O)N(C2CCCC2)C1 (stereo unspecified),-15,-12,2.4,7,-1,-2,5,3,-3
NS(=O)(=O)c1ccc(N2CCOCC2)c(C(=O)NCc2ccc3c(c2)OCO3)c1,5,3,0.2,-6,2,0,-12,-3,5
CCSc1nc2c(sc3ccccc32)c(=O)n1C(C)C,-14,-7,0.4,10,10,2,-1,-4,-13
FC(F)(F)c1ccc(C2NCCc3sccc32)cc1 (stereo unspecified),-5,10,-0.5,2,4,-1,10,-6,-7
Cc1ccc(CN2C(=O)CSC2c2cccnc2)cc1 (stereo unspecified),4,-3,0.4,12,6,-1,-10,-2,2
O=C(NCCC1=CCCCC1)c1cccc(S(=O)(=O)N2CCCCC2)c1,12,0,-0.5,3,20,1,28,-5,13
O=C(O)CCC(=O)c1ccc2c(c1)CCCC2,1,0,-0.8,4,6,0,22,-7,4
O=[N+]([O-])c1cc(C(F)(F)F)ccc1N1CCN(S(=O)(=O)c2ccc3ccccc3c2)CC1,20,1,1.0,4,16,-4,16,-2,15
N#CCC(=O)Nc1ccc(C(=O)OCC(=O)Nc2ccc3ccccc3c2)cc1,-12,6,3.5,-2,16,-2,-10,-2,30
CCC(C)Sc1cccc(-c2nc3cc(C)ccn3c2NC2CCCCC2)c1 (stereo unspecified),28,-8,0.8,5&5,25,0,46,0,14&32
Cc1cc(C(=O)N/N=C/c2cccc(OC(=O)c3cccc(Br)c3)c2)n[nH]1,-47,1,2.5,10,2,2,17,11,-29
Cc1cnc(C)c(N2CCN(C(=O)C3CCC(=O)N(CCc4cccc(F)c4)C3)CC2)n1 (stereo unspecified),23,-5,2.7,0,6,-3,11,8,12
CS(=O)(=O)N(CC(=O)NC1CC2CCC1C2)c1ccc(Oc2ccccc2)cc1 (stereo unspecified),-37,-25,1.8,-2,20,-2,24,-1,-2
C=CCc1cccc(/C=N/NC(=O)c2ccccc2OC)c1O,66*,15,127*,7,2,3,40,-4,27
NC(=O)CSc1cn(Cc2ccc(F)cc2)c2ccccc12,15,-13,0.8,6,12,-2,8,1,0
CC(=O)c1ccc(OC(C)C(=O)Nc2cccc(S(=O)(=O)NCc3ccco3)c2)cc1 (stereo unspecified),-3,-4,0.0,2,10,-1,12,2,-4
C=C(C)Cn1c(SCC(=O)N/N=C/c2cccc(O)c2)nc2ccccc2c1=O,7,14,2.3,-3,20,-3,14,0,-3
CC(=O)c1cccc(NC(=O)COc2cc(C)on2)c1,-22,-3,-1.1,0,4,0,1,-1,1
COC(=O)c1ccccc1NC(=O)c1ccc(COc2ccc3c(c2)CCC3)cc1,-10,9,2.4,2,17,-1,10,3,6
O=C(NCC1CCCO1)[C@@H]1CSC2c3ccccc3C(=O)N21 (stereo partly specified),-14,-12,-2.3,-9,-17,-3,16,5,-6
O=C(OCn1nnc2ccccc2c1=O)c1ccc2c(=O)n3c(nc2c1)CCC3,-13,16,1.1,0,-6,2,20,-2,2
Cc1ccc(NC(=S)N(CCCN2CCN(C)CC2)Cc2cccs2)cc1C,8,-1,0.5,11,3,-1,11,2,2
CC12CCC(c3nnc(SCc4ccc(Cl)cc4)nc31)C2(C)C (stereo unspecified),21,29,-0.9,7,22,-1,17,-2,6
C=CCn1c(O)c(CN2CCOCC2)c(C)c(C#N)c1=O,5,-22,-0.9,-4,0,-5,19,0,8
CCOC(=O)N1CCN(C(=O)CSc2nnc(C3COc4ccccc4O3)o2)CC1 (stereo unspecified),-9,-6,0.1,2,5,-2,6,-3,-11
CN1CCN(C(=O)C2=C[C@H](c3coc4ccccc4c3=O)C[C@H](OCCCCO)O2)CC1,-6,1,-2.2,-11,5,0,-8,-6,6

# Entries of single compounds as entered above. Order of screens: Mdm2-MdmX inh, APJ antag, UPR CHOP act, CXCR6 block, CCR6 antagonist, XBP1 UPR activ, tim23-1 inh, APJ ag, EBI2 block
# `CC12CCC(c3nnc(SCc4ccc(Cl)cc4)nc31)C2(C)C` (stereo unspecified) reads 21, 29, -0.9, 7, 22, -1, 17, -2, 6
# `O=C(O)CCC(=O)c1ccc2c(c1)CCCC2` reads 1, 0, -0.8, 4, 6, 0, 22, -7, 4
# `CC(=O)c1ccc(OC(C)C(=O)Nc2cccc(S(=O)(=O)NCc3ccco3)c2)cc1` (stereo unspecified) reads -3, -4, 0.0, 2, 10, -1, 12, 2, -4

# Additional structures:
Compound,Mdm2-MdmX inh,APJ antag,UPR CHOP act,CXCR6 block,CCR6 antagonist,XBP1 UPR activ,tim23-1 inh,APJ ag,EBI2 block
COC(=O)/C=C(\C)N=Nc1c(O)[nH]c2ccccc12,-10,8,2.1,11,20,-3,41,-4,-4
COc1ccc(C2c3ccc(O)cc3Oc3ncn(Cc4ccco4)c(=N)c32)cc1 (stereo unspecified),20,-5,-1.2,1,-1,-3,5,-1,13
CC(CC(=O)N1CCc2ccccc21)S(=O)(=O)c1ccc2c(c1)NC(=O)CO2 (stereo unspecified),-10,2,-2.0,-3,1,-3,-3,-4,-1
O=C(Nc1ccc(OC(F)(F)C(F)F)c(NC(=O)c2ccc(F)cc2)c1)c1ccc(F)cc1,16,-14,-0.3,-3,6,1,-42,10,-1
O=C(NC(=S)Nc1ccc(Br)cc1)C1CCC1,3,-7,5.2,15,7,19,57*,11,7
O=C1c2oc3ccccc3c(=O)c2C(c2cccc(O)c2)N1c1ccccn1 (stereo unspecified),-15,14,2.5,8,20,-1,32,-3,-9
COc1ccc(OC)c(NC(=O)CCCc2ccccc2)c1,7,4,0.2,14,12,-4,7,-6,-1
CC1=NN(/C(=N\c2nnc(C)s2)Nc2ccc(C(C)(C)C)cc2)[C@H](c2ccc(C)cc2)S1,37,25,5.3,40*,27,3,50,-6,7
COc1cc2nc(N(C)C)nc(N)c2cc1OC,35,7,1.5,8,-2,0,5,-2,-3
S=c1[nH]nc(CSc2nc3ccccc3s2)n1C1CCCCC1,3,-12,2.0,-1,15,-2,31,-1,-1
COc1cccc(-n2nc(C(=O)Nc3ccc4c(c3)OCO4)c3ccccc3c2=O)c1,15,9,-1.0,8,18,-4,13,-2,7
O=C(O)c1cccc(CSc2n[nH]c(-c3ccc(Cl)cc3Cl)n2)c1,17,-6,-0.3,3,9,0,8,-1,-3
CS(=O)(=O)N1CCN(C(=O)CCC2CCCC2)CC1,-14,3,-1.3,-8,4,-6,5,0,7
CC(=O)Cn1nnc2sc(-c3ccccc3)cc2c1=O,-57,1,-0.7,-2,10,0,20,-4,-6
CCCCn1c(N)c(N(CCC(C)C)C(=O)c2ccc(C)o2)c(=O)[nH]c1=O,-10,-15,0.7,3,0,-2,11,0,0
Cc1ccccc1N1CCN(C(=O)CCN2C(=O)c3ccccc3C2=O)CC1,19,12,4.1,-7,7,-1,45,-2,0
O=S(=O)(Nc1cc(Cl)ccc1-n1cncn1)c1ccccc1Cl,-8,-3,-0.8,1,6,2,23,-1,-12
O=C(CN(C(=O)c1csnn1)c1cccc(Cl)c1)NCCc1ccccc1,10,-11,0.0,6,17,-1,12,-2,6
Cc1nnsc1C(=O)Nc1ccc(S(=O)(=O)N2CCCCC2C)cc1 (stereo unspecified),9,0,1.2,10,7,-2,18,-2,-3
CN(C(=O)c1ccccc1C(=O)OCC(=O)NC(=O)NC(C)(C)C)C1CCCCC1,14,-19,0.6,5,7,1,15,-1,-4
C=CCNC(=O)COc1ccc(Oc2ccccc2)cc1,15,8,0.0,3,-3,-4,-10,-1,-21
Cc1cc(-c2nnc(SCC(=O)c3ccc4c(c3)OCCO4)o2)no1,1,-6,-1.7,3,3,3,17,-1,-15
COCCNC(=O)c1ccccc1NC(=O)c1ccccc1N(C)S(=O)(=O)c1ccc(C)cc1,14,4,1.3,-5,-10,2,22,-2,-2
N#C/C(=C/c1ccc(Oc2ccc([N+](=O)[O-])cn2)cc1)C(=O)N1CCOCC1,-10,-11,0.3,-14,-6,-2,29,2,11
COc1ccc(-c2nsc(SCC(=O)Nc3ccc4c(c3)OCO4)n2)cc1,-107,4,-3.7,6,-16,0,3,2,6
CN(C)CCCN(C(=O)c1ccco1)c1nc(-c2ccc(Cl)cc2)cs1,37,3,0.3,-9,7,1,14,-5,10
COc1ccc(/C=N/NC(=O)CN(C2=NS(=O)(=O)c3ccccc32)c2ccccc2)cc1OC,3,-7,0.7,-5,5,4,3,1,-6
O=S(=O)(Cc1ccccc1)Nc1ccc(Br)cn1,25,23,-0.2,0,3,0,8,-3,-2
CCCCCCSc1ccc([C@H]2N[C@@](CC(C)C)(C(=O)OC)[C@H]3C(=O)N(C)C(=O)[C@@H]23)cc1OC,56*,-45,2.5,3,13,-1,29,-4,6
Cn1c(=O)c2c(nc(CN3CCOCC3)n2CCN2CCOCC2)n(C)c1=O,-25,-1,1.2,10,0,0,5,-3,-6
Cc1c(C)n(CCN(C)C)c2ncnc(NCc3ccccc3)c12,3,-1,-0.6,4,10,1,6,-1,0
COCCNC(=O)Cn1nc(C(F)(F)F)c(Br)c1C,-20,7,0.1,-3,3,0,3,4,-3
O=C(c1cccc(S(=O)(=O)N2CCOCC2)c1)N(Cc1ccc(F)cc1)Cc1ccco1,0,8,-1.0,-6,24,1,24,-4,4
O=C(O)c1cc([N+](=O)[O-])ccc1NCc1cccnc1,-14,20,-1.1,-14,20,-8,-1,-1,7
O=C(Nc1ccnn1C1CCN(Cc2ccc(C#CCCO)cc2)CC1)c1cccc(F)c1,-3,9,-0.9,-2,-4,-4,12,-4,-2
CC1CCC(NC(=O)CN2CCN(S(=O)(=O)c3cccs3)CC2)CC1 (stereo unspecified),-1,5,0.0,-8,12,0,12,-2,5
Cc1nc2ccccc2nc1OCC(=O)Nc1ccc2ccccc2c1,47,7,3.6,3,7,8,-13,-1,-1
Cc1ccc(/C=N/NC(=O)c2cccc(S(=O)(=O)Nc3ccccc3Cl)c2)s1,25,19,0.8,-13,4,1,18,-5,-1

# Assay outcomes from PubChem BioAssay.
